MrgX1 allo act: allosterically activates human MrgX1 receptor signaling; Q96LB2; MrgX1-HEK293, Fluo-4 calcium flux, FDSS; stronger effect = higher value; B-score at 10 µM; 0.63% of 310,000 active;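 active = plate-corrected calcium response at least 3 library SD above typical, normal starting fluorescence, not activating the receptor alone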;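 also: compound read alongside a low EC10 to EC30 dose of BAM8-22 agonist; peak minus trough fluorescence over baseline measured at the second addition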
TMEM16A inh: mouse TMEM16A channel inhibition, primary screen; HEK293 TMEM16A/YFP iodide influx fluorescence, ionomycin; normalized B-score (activity score, 25-100; higher = stronger inhibition) at 10 µM; 1.2% of 310,000 active;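 active = ratio plate-corrected score three or more library SD toward inhibition, starting fluorescence score within five deviations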;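 also: score derived from kinetic fluorescence span divided by baseline fluorescence per well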
TRPC4 PAM: allosteric potentiators of mouse TRPC4 channel | Q9QUQ5 | HEK293 TRPC4beta/mu-opioid, DAMGO EC20, Fluo-4 Ca2+ flux; stronger effect = higher value | B-score at 10 µM | 0.42% of 310,000 active | AID 2227;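 active = B-score of calcium response area above 5 SD of library B-scores, with initial fluorescence ratio within 5 SD of library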;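 also: B-score of integrated fluorescence ratio over time as area under calcium response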
Target sequence (Q9QUQ5 whole entry, looked up): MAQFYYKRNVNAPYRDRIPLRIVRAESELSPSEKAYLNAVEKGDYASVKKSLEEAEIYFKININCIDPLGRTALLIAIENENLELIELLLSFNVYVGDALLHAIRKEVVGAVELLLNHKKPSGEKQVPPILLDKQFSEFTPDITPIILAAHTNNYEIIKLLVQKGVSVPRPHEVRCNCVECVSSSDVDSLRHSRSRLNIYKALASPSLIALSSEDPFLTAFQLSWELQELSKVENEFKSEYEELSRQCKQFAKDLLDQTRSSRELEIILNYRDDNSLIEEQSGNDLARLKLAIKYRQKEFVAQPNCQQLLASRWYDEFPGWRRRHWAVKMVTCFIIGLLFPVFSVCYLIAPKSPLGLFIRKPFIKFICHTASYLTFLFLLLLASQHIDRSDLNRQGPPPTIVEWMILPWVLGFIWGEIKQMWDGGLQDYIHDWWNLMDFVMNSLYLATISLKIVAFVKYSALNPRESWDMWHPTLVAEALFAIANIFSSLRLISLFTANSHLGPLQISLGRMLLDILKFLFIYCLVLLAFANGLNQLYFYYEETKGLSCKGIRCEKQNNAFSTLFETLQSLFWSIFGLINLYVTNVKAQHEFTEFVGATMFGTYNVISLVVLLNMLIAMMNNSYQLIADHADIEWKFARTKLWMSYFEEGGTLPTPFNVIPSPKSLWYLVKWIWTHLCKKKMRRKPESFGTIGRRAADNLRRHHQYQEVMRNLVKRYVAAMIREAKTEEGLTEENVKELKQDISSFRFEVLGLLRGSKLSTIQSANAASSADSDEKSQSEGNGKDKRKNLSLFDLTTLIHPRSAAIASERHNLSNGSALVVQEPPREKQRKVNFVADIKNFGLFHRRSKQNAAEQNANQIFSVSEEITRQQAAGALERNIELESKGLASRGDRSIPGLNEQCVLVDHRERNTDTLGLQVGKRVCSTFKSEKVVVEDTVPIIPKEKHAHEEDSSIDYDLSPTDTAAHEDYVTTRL
ANO1 activ: activates or potentiates the mouse TMEM16A chloride channel. B-score at 10 µM. Q8BHY3. HEK293 TMEM16A/YFP-H148Q/I152L, iodide quench fluorescence; stronger effect = lower value. 0.3% of 340,000 active;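 active = fluorescence-ratio B-score plate-corrected deviation score at least 3 library SD below zero, with starting fluorescence score within 5 deviations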;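 also: channel opened by trigger with iodide after compound preincubation; score built on the fluorescence ratio of max minus min over baseline; more negative score means more quench and so TMEM16A activation or potentiation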
TRPC4 act: opens the mouse TRPC4 cation channel. HEK293 TRPC4beta/mu-opioid, Fluo4 calcium fluorescence; stronger effect = higher value. B-score at 10 µM. 0.49% of 310,000 active;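 active = B-score above 5 SD of library B-scores, and initial fluorescence ratio not above library mean plus 5 SD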;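 also: positive B-score marks a calcium rise read as TRPC4 activation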
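System – HEK293 cells stably co-expressing mouse TRPC4beta and mu-opioid receptor · Signal – Fluo4 calcium-sensitive dye fluorescence, kinetic, 1 Hz baseline · Benchmarks – buffer (low) and maximal DAMGO (high) · Read-out – B score of integrated fluorescence ratio per well · Incubation – dye loading 45 min room temperature, 110 s kinetic read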
MrgX1 antagonist: blocks BAM8-22 activation of human MrgX1 receptor | MRGX1-HEK293 calcium flux, Fluo-4, BAM8-22 antagonism; stronger effect = lower value | B-score at 10 µM | 1.3% of 310,000 active | AID 588676;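 active = calcium-response B-score plate-corrected more than 3 library SD below zero, starting fluorescence within 5 deviations, no agonist response on first addition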;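 also: peak minus trough fluorescence over baseline after final BAM8-22 challenge near maximal dose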
TRPC6 inhibitor: inhibitors of mouse TRPC6 channel | HEK293-TRPC6, membrane potential dye, ACh-evoked depolarization; stronger effect = lower value | Q61143 | AID 2553 | 1.1% of 310,000 active | B-score at 10 µM;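 active = B-score under library mean minus 3 SD, initial fluorescence not abnormally high, positive integrated signal ratio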;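 also: B-score derived from integrated fluorescence ratio over the kinetic read; more negative B-score means stronger inhibition of depolarization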
SKKanGAS inh: blocks kanamycin growth of S. pyogenes SKKanGAS strain; BacTiter-Glo, 6 h; inhibition, % at 7.5 µM; 1.3% of 300,000 active;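 active = mean replicate score, as percent of positive control median, at least 50; inconclusive = mean below 50 but one replicate at or above 50; inactive = mean and every replicate below 50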;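 also: strain carries kanamycin resistance gene driven by streptokinase promoter and grows in 40 µg/ml kanamycin; loss of luminescence reflects streptokinase promoter inhibition or plain growth inhibition; 0% = median of DMSO wells and 100% = positive control at its reference dose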
TRPC4 block: blocks the mouse TRPC4 cation channel; Q9QUQ5; HEK293 TRPC4beta/mu-opioid, DAMGO-evoked Fluo4 calcium flux; stronger effect = lower value; B-score at 10 µM; 0.39% of 300,000 active;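 active = B-score over 3 SD under the library average, no early fluorescence shift, positive overall ratio signal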
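Material: HEK293 cells with stable TRPC4beta plus mu-opioid receptor expression; probe or stimulus: DAMGO in two steps, submaximal then maximal; technique: Fluo4 calcium fluorescence by kinetic imaging, 5 s 1 Hz baseline; measure: integrated fluorescence ratio relative to baseline, converted to per-well B score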
MrgX1 agonist: human MrgX1 receptor agonism, primary screen | 0.44% of 310,000 active | Q96LB2 | B-score at 10 µM | MrgX1-HEK293 cells, Fluo-4 calcium fluorescence, agonist mode; stronger effect = higher value;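 active = calcium response B-score plate-corrected fluorescence ratio at least 3 library SD, with starting fluorescence B-score inside 5 SD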
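System – MrgX1-expressing HEK293 cells · Incubation – cells plated overnight, dye loaded 0.5 h 37 °C, 0.5 h room temperature · Technique – kinetic Fluo-4 NW fluorescence of intracellular calcium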
TRPC6 activator: mouse TRPC6 channel activation | Q61143 | HEK293-TRPC6 membrane potential dye fluorescence; stronger effect = higher value | B-score at 10 µM | 0.13% of 310,000 active | AID 2550;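 active = B-score of the integrated fluorescence ratio above library mean plus 3 SD, and starting fluorescence ratio within library mean plus 5 SD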;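 also: higher score means more depolarization so channel activation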
* marks the source's active call; other numbers are inactive results; i = inactive; u = inconclusive; x = no result given.

SMILES	MrgX1 allo act	TMEM16A inh	TRPC4 PAM	ANO1 activ	TRPC4 act	MrgX1 antagonist	TRPC6 inhibitor	SKKanGAS inh	TRPC4 block	MrgX1 agonist	TRPC6 activator
COc1cccc(CNC(=O)c2nnn(CC(=O)Nc3c(C)cccc3C)c2N)c1	i	i	i	i	i	i	i	-1.7	i	i	i
Cc1n[nH]c(=O)nc1N1CCc2ccccc2C1	i	i	i	i	i	i	i	-4.9	i	i	i
CC1=NN(/C(=N\c2nnc(C)s2)Nc2ccc(C)cc2)[C@H](c2ccc(C)cc2)S1	i	i	i	i	i	i	i	-10.4	i	29.8*	i
CCC1Oc2nc(SC)nnc2-c2ccccc2N1C(=O)c1ccccc1 (configuration not stated)	i	i	i	i	i	i	i	-6.0	i	i	i
COc1ccc2nc(COC(=O)c3ccco3)c(C(C)=O)[n+]([O-])c2c1	i	i	i	i	i	i	i	-0.3	i	i	i
CC(C)C[C@H](NC(=O)C1CC(=O)N(c2ccc3c(c2)OCCO3)C1)C(=O)NC1CCCC1 (some centres not stated)	i	i	i	i	i	i	i	0.4	i	i	i
CN1CCN(C(=O)CC23CC4CC(CC(C4)C2)C3)CC1	i	i	i	i	i	i	i	-2.1	i	i	i
CCOc1cccc(C(=O)NC(=S)Nc2ccc3c(c2)OCCO3)c1	i	i	i	i	i	i	i	18.0	i	i	i
O=C(Nc1nnc(S(=O)(=O)N2CCOCC2)s1)c1ccccc1	i	i	i	i	i	i	i	11.3	i	i	i
COc1ccc(CNS(=O)(=O)c2csc(C(N)=O)c2)cc1OC	i	i	i	i	i	i	i	-9.6	i	i	i
COc1ccc(Cl)cc1S(=O)(=O)NCc1cccnc1	i	i	i	i	i	-5.65*	i	3.0	i	i	i
O=C(CCCCn1c(=O)c2ccccc2n(CC(=O)Nc2ccccc2)c1=O)NCc1ccco1	i	i	i	i	i	i	i	-3.0	i	i	i
NC(=O)CSc1nnc(-c2ccc(S(=O)(=O)N3CCCCC3)cc2)n1-c1ccccc1	i	i	i	i	i	i	i	-4.0	i	i	i
O=C(O)CSc1nnc(COc2ccccc2)n1-c1ccccc1	i	i	i	i	i	i	i	0.8	i	i	i
O=C(COC(=O)c1ccccc1F)Nc1cc(S(=O)(=O)N2CCOCC2)ccc1N1CCCC1	i	i	i	i	i	i	i	-3.3	i	i	i
CCOc1cccc(CNn2cnnc2)c1OCc1ccccc1Cl	i	i	i	i	i	i	i	-4.0	i	i	i
O=S1OC(c2ccccc2)c2cc(Cl)ccc21 (configuration not stated)	i	i	i	i	i	i	i	-0.9	i	i	i
CC1(C)Cc2c(cnn2-c2ccccc2)C(NC(=O)CCN2CCCCO2)C1 (configuration not stated)	i	i	i	i	i	i	i	-9.2	i	i	i
COc1cc(C(=O)NCC2CCCN2S(=O)(=O)c2cccs2)cc(OC)c1OC (configuration not stated)	i	i	i	i	i	-7.74*	i	-1.9	i	i	i
Cc1nc(C)c(-c2ccc(SCC(=O)Nc3cccc(Cl)c3)nn2)s1	i	i	i	i	i	i	i	13.2	i	i	i
CCOC(=O)c1c(C)c(C(=O)Nc2cc(OC)ccc2OC)c(C)n1CC	i	i	i	i	i	i	i	-9.8	i	i	i
Cc1ccc(-c2c(C)n([O-])c3c([n+]2=O)CCC3)cc1	i	i	i	i	i	i	i	-5.2	i	i	i
CN(c1ccccc1)S(=O)(=O)c1cc(Cl)ccc1Cl	i	i	i	i	i	i	i	-7.1	i	i	i
Cc1ccc(C(=O)N/C(=C\c2cccs2)C(=O)NCCc2c[nH]c3ccccc23)cc1C	i	i	i	i	i	i	i	1.8	i	i	i
Cc1ccc(S(=O)(=O)NNC(=O)c2cc([N+](=O)[O-])c(C)c([N+](=O)[O-])c2)cc1	i	i	i	i	i	i	i	4.5	i	i	i
Cc1cc(OCC(=O)NNC(=O)c2ccncc2)cc(C)c1Cl	i	i	i	i	i	i	i	x	i	i	i
Cc1ccc(CNc2ncc(-c3ccc4c(c3)OCO4)n2C)cc1	i	i	i	i	i	i	i	0.7	i	i	i
Cc1cc(=O)[nH]c(N/N=C/c2c(C)oc3ccccc23)n1	i	i	i	i	i	i	i	5.9	i	i	i
COc1ccc(N(CC(=O)Nc2c(C)cccc2C)S(=O)(=O)c2ccccc2[N+](=O)[O-])c(OC)c1	i	i	i	i	i	i	i	21.8	i	i	i
CC(=O)NCCc1ccc(O)cc1	i	i	i	i	i	i	i	-3.3	i	i	i
O=C1COc2ccc(OCc3ccc(F)cc3)cc21	i	i	i	i	i	i	i	0.1	i	i	i
COCCN(C(=O)CSc1nnc(C)n1Cc1ccccc1)c1c(N)n(Cc2ccccc2)c(=O)[nH]c1=O	i	i	i	i	i	i	i	-18.4	i	i	i
COc1cc(C2(c3ccc(O)c(OC)c3)C(=O)Nc3c(C)cc(Br)cc32)ccc1O	i	i	27*	i	i	-4.6*	i	1.1	i	i	i
CC1(C)Cc2nc3oc4c(=S)nc[nH]c4c3cc2CO1	i	i	i	i	i	i	i	18.7	i	i	i
O=C(/C=C/c1ccc(-c2cccc([N+](=O)[O-])c2)o1)N1CCOCC1	i	i	i	i	i	i	i	-5.8	i	i	i
Cc1cc(C)c(S(=O)(=O)Nc2ncn[nH]2)cc1C	i	i	i	i	i	i	i	-18.6	i	i	i
CC1CCN(S(=O)(=O)c2cn(C)c(=O)n(C)c2=O)CC1	i	i	i	i	i	i	i	2.2	i	i	i
CCOc1ccc(CC(=O)OCN2C(=O)c3ccccc3C2=O)cc1	i	i	i	i	i	i	i	6.6	i	i	i
COC(=O)NC1c2ccccc2Oc2ccc(C)cc21 (configuration not stated)	i	i	i	i	i	i	i	-3.8	i	i	i
Cc1ccc(OCCNC(=O)CCNS(=O)(=O)c2ccc(Br)cc2)cc1	i	i	i	i	i	i	i	-3.7	i	i	i
CCOC(=O)Cc1cnc(NC(=O)NC(C(=O)OCC)(c2ccccc2)C(F)(F)F)s1 (configuration not stated)	i	i	i	i	i	i	i	4.2	i	i	i
O=C(NCc1ccccc1)C(c1ccncc1)N(C(=O)c1csnn1)C1CC1 (configuration not stated)	i	i	i	i	i	i	i	5.2	i	i	i
CC[N+]1=CN(c2ccccc2)C(C)=CC1(C)C	i	i	i	i	i	i	i	-1.0	i	i	i
OCCC1CN(Cc2cccc(-n3cccn3)c2)CCN1Cc1ccccc1 (configuration not stated)	i	i	i	i	i	i	i	4.4	i	i	i
COC(=O)C1=C(C(=O)OC)[C@@H]2N(C)c3ccccc3[C@@]23C[C@@H](CO)N(C(=O)c2cccs2)C3=N1	i	i	i	i	i	i	i	-3.1	i	i	i

Quoted at random: 2 entries already listed, in no set order.
SMILES	MrgX1 allo act	TMEM16A inh	TRPC4 PAM	ANO1 activ	TRPC4 act	MrgX1 antagonist	TRPC6 inhibitor	SKKanGAS inh	TRPC4 block	MrgX1 agonist	TRPC6 activator
Cc1ccc(S(=O)(=O)NNC(=O)c2cc([N+](=O)[O-])c(C)c([N+](=O)[O-])c2)cc1	i	i	i	i	i	i	i	4.5	i	i	i
Cc1ccc(OCCNC(=O)CCNS(=O)(=O)c2ccc(Br)cc2)cc1	i	i	i	i	i	i	i	-3.7	i	i	i

Going on with the list:
SMILES	MrgX1 allo act	TMEM16A inh	TRPC4 PAM	ANO1 activ	TRPC4 act	MrgX1 antagonist	TRPC6 inhibitor	SKKanGAS inh	TRPC4 block	MrgX1 agonist	TRPC6 activator
CCCCCCC(c1c(C)n(C)n(-c2ccccc2)c1=O)c1c(C)n(C)n(-c2ccccc2)c1=O	i	i	i	i	i	i	i	-2.0	i	i	i
CS(=O)(=O)N(Cc1ccc(C(=O)N2CCc3ccccc3C2)cc1)c1ccccc1	i	i	i	i	i	-7.53*	i	-3.4	i	i	i
O=[N+]([O-])c1cccnc1N1CCC(c2cc(-c3ccc(Cl)cc3Cl)n[nH]2)CC1	i	i	i	i	i	i	i	80.4*	i	i	i
Cc1ccc(NC(=O)CC2S/C(=N/N=C3\CCCc4ccccc43)NC2=O)cc1 (configuration not stated)	i	i	i	i	i	i	i	43.8	i	i	i
CC(Oc1ccc(Cl)cc1Cl)C(=O)NCc1ccncc1 (configuration not stated)	i	i	i	i	i	i	i	-2.2	i	i	i
O=C1NC(c2cccc([N+](=O)[O-])c2)=CCN1c1ccccc1O	i	i	i	i	i	i	i	0.8	i	i	i
CCN(CC)c1cc(C)c2cc(NC(=O)c3ccccc3F)ccc2n1	i	i	i	i	i	i	i	-13.2	i	i	i
O=C(CC(c1ccccc1)c1cc(Br)ccc1O)NCCN1CCOCC1 (configuration not stated)	i	i	i	i	i	i	i	1.8	i	i	i
Cc1cc(C)c2nc(SCCc3ccccc3)nc(C)c2c1	i	i	i	i	i	i	i	71.5*	i	i	i
CN(CCC#N)c1ncnc2scc(-c3ccccc3)c12	i	i	i	i	i	i	i	-5.5	i	i	i
COc1ccc(N2C(=O)CC(Sc3nc(C)cc(C)n3)C2=O)cc1OC (configuration not stated)	i	i	i	i	i	i	i	0.3	i	i	i
COc1ccccc1CN1C(=O)c2cccc3cccc(c23)C1=O	i	i	i	i	i	i	i	-2.3	i	i	i
COC(=O)c1ccc(Oc2ccc(C(C)(C)C)cc2)c([N+](=O)[O-])c1	i	i	i	i	i	i	i	9.6	i	i	i
Cn1c(CCCNC(=O)c2cccs2)nc2ccccc21	i	i	i	i	i	i	i	2.7	i	i	i
COc1ccc(Br)cc1S(=O)(=O)Nc1ncn[nH]1	i	i	i	i	i	i	i	u	i	i	i
COc1ccc(C(=O)COC(=O)C(CC(C)C)N2C(=O)c3ccccc3C2=O)cc1 (configuration not stated)	i	i	i	i	i	i	i	10.6	i	i	i
Cc1onc(-c2ccccc2)c1C(=O)Nc1nnc(C(C)C)s1	i	i	i	i	i	i	i	-2.4	i	i	i
Cc1ccc(NC(=O)CS(=O)CC(=O)NC(C)CCc2ccco2)cc1Cl (configuration not stated)	i	i	i	i	i	i	i	6.9	i	i	i
CCC(C(=O)OC)n1cnc2scc(-c3ccc(C)cc3)c2c1=O (configuration not stated)	i	i	i	i	i	i	i	-5.4	i	i	i
CC(=O)c1cccc(NC(=O)N2CCC(C(=O)c3ccc(F)cc3)CC2)c1	i	i	i	i	i	i	i	-4.4	i	i	i
